Source: PubChem (several laboratories)
PKA-R1A act – activates the PKA-R1A holoenzyme complex | PKA-R1A dissociation, Cy5-IP20 fluorescence polarization; scaled: DMSO 0%, 113 µM cGMP 100% | activation, % at 11.4 µM | actives 0.083% (n = 340,000);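 active means percent activation above the mean of all tested compounds plus 3 SD, cut at about 19% in these data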;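 further: higher means more PKAc released from R1A so a rise in polarization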
HTR5A inv ctr – counter-screen for OPRM1-OPRD1 inverse agonists: human HTR5A inverse agonism; P47898; HTR5A cell line, luminescence; inhibition, % at 9.3 µM; actives 0.083% (n = 340,000); in the data active means inhibition mostly above about 23%, no sharp cut-off; inactive means mostly below about 18%;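 further: 0% = cells with DMSO and 100% = no-cell wells with DMSO; some compounds called inactive have numbers as strong as hits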
Target sequence (P47898 whole entry, looked up): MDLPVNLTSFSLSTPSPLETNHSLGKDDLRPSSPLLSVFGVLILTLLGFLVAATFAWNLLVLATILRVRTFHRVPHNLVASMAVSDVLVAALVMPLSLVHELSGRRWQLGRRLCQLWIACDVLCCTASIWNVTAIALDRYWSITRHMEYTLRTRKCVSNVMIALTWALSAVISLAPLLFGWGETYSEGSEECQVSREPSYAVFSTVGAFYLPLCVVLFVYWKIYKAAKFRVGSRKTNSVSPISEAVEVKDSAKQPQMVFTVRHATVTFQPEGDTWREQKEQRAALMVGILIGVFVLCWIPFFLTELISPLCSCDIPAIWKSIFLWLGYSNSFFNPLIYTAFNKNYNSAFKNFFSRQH
Ecoli viability – bacterial growth inhibition, counter-screen for AddAB inhibitors | E. coli V3065 growth, OD600 absorbance, 18 h | inhibition, % at 11.9 µM | actives 0.27% (n = 330,000);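 active means inhibition above the campaign's mean inhibition across all tested compounds plus 3 SD, cut at about 9.9% in these data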;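 further: uninfected addAB+ strain grown without phage in ampicillin broth; 0% = DMSO wells and 100% = ciprofloxacin 0.95 µg/ml wells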
Tat export inh – inhibitors of E. coli Tat protein transport | actives 0.036% (n = 340,000) | E. coli MC4100 TorA-mCherry Tat export, fluorescence | AID 488895 | inhibition, % at 10 µM;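 active means mean replicate inhibition at least 50% and at least half of replicates individually reaching 50%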;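 further: exported cargo escapes ClpAP degradation while cytoplasmic cargo is degraded and loses fluorescence; 0% = median of neutral control wells and 100% = median of NaSCN control wells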
phage Ecoli inh – E. coli growth loss with phage present | growth absorbance | inhibition, % at 11.9 µM | actives 0.26% (n = 360,000); in the data active means inhibition above about 11%
CDK5 p35 inh – blocks human CDK5/p35 kinase activity; Q00535+Q15078; Recombinant CDK5/p35, ADP-Glo luminescence, 60 min; inhibition, % at 10 µM; actives 0.01% (n = 330,000); AID 488839;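 active means highest replicate inhibition of at least 50% and at least 75% of replicates reaching 50%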;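 further: plate controls were DMSO neutral control for no effect and GW8510 at 10 µM for full effect; many of its hits are not listed in these tables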
PKA-R2B act – activators of human PKA-R2B complex; activation, % at 11.4 µM; actives 0.079% (n = 340,000); PKA-R2B holoenzyme dissociation, Cy5-IP20 fluorescence polarization; R2B truncated from residue 108, S112A mutant; 0% DMSO only, 100% 113 µM cGMP;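 active means activation above a cutoff set at the mean over all compounds plus 3 SD, cut at about 18% in these data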;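 further: higher means more holoenzyme dissociation and a rise in polarization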
Target sequence (P31323 whole entry, looked up, other chains not shown, the tested form may be a part): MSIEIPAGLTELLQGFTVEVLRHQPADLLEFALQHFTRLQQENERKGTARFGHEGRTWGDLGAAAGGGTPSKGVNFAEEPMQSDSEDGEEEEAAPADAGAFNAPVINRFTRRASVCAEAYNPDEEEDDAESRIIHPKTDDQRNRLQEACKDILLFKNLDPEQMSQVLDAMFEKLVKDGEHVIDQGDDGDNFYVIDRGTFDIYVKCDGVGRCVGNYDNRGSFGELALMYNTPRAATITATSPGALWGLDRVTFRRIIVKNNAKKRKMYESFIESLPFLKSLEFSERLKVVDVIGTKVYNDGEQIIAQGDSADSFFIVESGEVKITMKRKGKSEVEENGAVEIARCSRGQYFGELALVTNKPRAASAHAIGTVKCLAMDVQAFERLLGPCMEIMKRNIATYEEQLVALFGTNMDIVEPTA
SUMO Mot1 rescue – inhibitors of SUMOylation pathway: yeast Mot1-301 growth rescue; AID 2716; growth rescue, % at 18.8 µM; actives 1% (n = 320,000); S. cerevisiae Mot1-301 growth rescue, ATP luminescence, 38.5C; percent above DMSO median, 100 means doubled;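 active means every valid replicate shows activation above 250% relative to neutral control wells; inactive means the rest, any valid replicate at or below 250%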;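 further: OY570 slx delta 5 strain wells were the positive control but not used for scaling; some compounds called inactive have numbers as strong as hits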
DAGLB inh – blocks human DAGLB lipase activity; Q8NCG7; HEK293T DAGLB membrane lysate, EnzChek fluorogenic substrate; inhibition, % at 5.17 µM; actives 0.059% (n = 340,000); AID 504411; in the data active means inhibition above about 34%;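 further: 0% = enzyme with vehicle and 100% = wells lacking enzyme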
HTR5A ag ctr – activates human HTR5A in OPRM1-OPRD1 agonist counter-screen. P47898. HTR5A agonist assay, luminescence, cell-based. activation, % at 9.3 µM. actives 0.61% (n = 340,000); in the data active means activation mostly above about 9.5%, no sharp cut-off; inactive means mostly below about 7.6%;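 further: 0% = cells with vehicle only and 100% = reference agonist; strong numbers were not always called active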
AddAB inh – less growth of phage-infected E. coli with AddAB; inhibition, % at 11.9 µM; AID 435030; E. coli expressing H. pylori AddAB, absorbance growth; actives 0.29% (n = 330,000); in the data active means inhibition above about 12%;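 further: 0% = vehicle wells of infected cells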
Numbers without * were called inactive; · = not tested or not shown.

Molecule	PKA-R1A act	HTR5A inv ctr	Ecoli viability	Tat export inh	phage Ecoli inh	CDK5 p35 inh	PKA-R2B act	SUMO Mot1 rescue	DAGLB inh	HTR5A ag ctr	AddAB inh
O=C(COc1ccccc1)NNc1nc2c(F)cc(F)cc2s1	-2	10	1.5	8	6.2	-3.3	-1	8	-1	-2	0.9
COCCn1c(N)c(C(=O)Nc2sc3c(c2C(=O)OC)CCCC3)c2nc3ccccc3nc21	1	-3	0.3	-9	1.1	2.5	-2	6	1	5	2.4
O=C(NCc1nc2ccccc2[nH]1)c1c(F)c(F)c(F)c(F)c1F	-11	1	1.3	0	1.1	-0.1	-11	·	-2	0	1.2
COc1cc(C2=NC(CO)(CO)CO2)cc(OC)c1OC	-3	-7	0.5	-4	-0.2	-0.9	-11	4	1	3	-3.1
OC1CCN(C(=S)Nc2ccc(Oc3ccccc3)cc2)CC1	5	-12	2.9	8	4.9	0.1	-10	1	3	4	0.8
COc1ccc(C(=O)NCc2ccc3[nH]c(C)cc3c2)cc1OC	-2	4	2.0	1	2.4	0.3	4	-13	3	-1	0.2
CC1CCc2sc(NC(=S)NC(=O)c3ccccc3)c(C#N)c2C1 (stereo not drawn)	0	-4	-2.7	1	2.6	-1.8	-17	-11	-5	1	-0.5
CCOc1ccccc1C(=O)N/N=C/c1cccc2cccnc12	1	9	1.3	-4	0.6	-2.6	-9	13	-5	-4	4.8
Cc1ccc(S(=O)(=O)NNc2ccccc2)c(C)c1	-6	15	0.7	-18	1.3	2.3	-12	94	0	-2	0.7
CSc1nc(NCC(C)O)c2c3c(sc2n1)CN(C)CC3 (stereo not drawn)	-5	-8	0.2	17	1.5	2.4	-11	6	0	2	-1.1
COc1ccc(NC(=O)[C@H](C)NC(=O)C2CCN(S(=O)(=O)c3ccc(C)cc3)CC2)cc1	4	-14	-0.9	7	2.0	-2.2	0	-5	1	10	1.6
O=C(CSc1n[nH]c(-c2ccccc2)n1)Nc1ccc(Br)cn1	-8	-50	-0.7	1	4.1	0.5	-19	-2	1	-9	-1.6
O=C(C1=NN[C@@H]2C(=O)N(c3cccc(C(F)(F)F)c3)C(=O)[C@H]12)c1cnccn1	9	20	-1.5	-10	2.6	-3.3	3	1	1	-1	1.1
Cc1noc(C)c1CSc1nnc(-c2ccncc2)n1-c1cccc(Cl)c1C	-1	15	0.7	2	3.1	-1.8	10	-19	2	0	3.9
O=C(COc1ccc([N+](=O)[O-])cc1Cl)N(C1CCCCC1)C1CCS(=O)(=O)C1 (stereo not drawn)	-1	-3	·	1	0.8	1.2	3	·	0	1	·
CCOc1ccc(NC(=O)COC(=O)c2ccc3c(c2)OCCO3)cc1	-9	0	-0.5	4	1.6	-1.9	6	-6	-2	0	1.8
CC(OC(=O)C1CCC1)C(=O)Nc1cc(Cl)cc(Cl)c1 (stereo not drawn)	1	-8	2.4	2	1.6	-0.9	6	15	-7	3	3.3
Cn1ncc(C#N)c1/N=C/N(Cc1ccccc1)Cc1ccccc1	-8	-21	-1.9	2	1.8	1.1	1	11	-6	6	1.1
Cc1cc(=O)n2nc(N3CCCC(C(=O)NCCC4=CCCCC4)C3)sc2n1 (stereo not drawn)	5	14	-0.8	-5	1.1	-0.6	0	-23	-2	-6	0.5
Cc1c(C(=O)O)oc2c1ccc1ccccc12	-2	-9	-0.2	-7	3.6	-2.8	1	-21	1	0	-0.4
O=S1(=O)CCOC[C@H](CC2CCCCC2)N1Cc1ccc(Cl)cc1	-1	-26	1.6	-3	2.9	-2.3	-4	-12	-3	2	4.6
COc1ccc(CCC(=O)N2CCCC(Nc3ccc(C)c(C)c3)C2)cc1OC (stereo not drawn)	1	-11	-3.6	-4	3.0	·	-3	2	0	10	0.5
O=C(Nc1ccc(Cl)c([N+](=O)[O-])c1)c1ccncc1	-2	2	0.2	14	3.9	-5.7	-3	69	-1	-1	3.0
N#CCCn1cc(/C=C(\C#N)c2nc3ccccc3s2)c(-c2ccc(F)cc2)n1	2	7	0.1	-2	2.6	0.8	-2	·	-4	2	3.0
CC(C)(C)c1ccc(OCCCC(=O)NNC(=O)c2ccccc2O)cc1	6	-23	14*	11	13*	1.2	-19	3	6	14	20*
O=C(NC1CCCC1)C1CCC(CNS(=O)(=O)c2cccs2)CC1 (stereo not drawn)	-5	-14	0.0	-2	0.9	-1.2	-4	-17	-1	6	0.0
CCn1c(CNc2ccc(Cl)cc2)nnc1SCC(=O)OC1CCCCC1	-3	-2	-2.7	15	3.2	2.1	-7	14	-9	-1	0.3
CCOC(=O)c1ccc(NC(=O)CCOc2ccccc2)cc1	3	-9	0.3	1	1.5	0.8	-12	19	-6	3	3.8
COc1cc(NC(=O)c2ccc(Br)cc2)ccc1NC(=O)c1cc2ccccc2o1	-4	3	0.1	-6	-2.4	0.2	0	-1	0	-1	-0.3
CN1CCN(C(=O)c2ccc(CNS(=O)(=O)c3ccc(F)c(Cl)c3)cc2)CC1	-2	-35	·	-1	2.0	0.3	-8	-4	0	-6	·
O=C(Nc1ccccc1)N1C(=O)C2(OCCO2)c2ccccc21	14	-3	1.4	-2	3.5	-0.5	-8	-7	1	-3	0.0
CCOc1cc(N2CCOCC2)c(OCC)cc1NC(=O)c1ccc(OCc2c(C)noc2C)c(OC)c1	1	9	-1.1	-4	3.6	-2.0	-8	4	2	-3	-0.3
O=C1C2CC=CCC2C(=O)N1c1ccc(NCCc2cccc(F)c2)c([N+](=O)[O-])c1 (stereo not drawn)	-6	-7	1.5	6	1.2	0.0	-5	14	0	2	5.0
O=C(Nc1nnc(C2CC2)s1)c1cccc(S(=O)(=O)N2CCc3ccccc32)c1	-9	17	1.2	-3	1.4	0.3	0	-20	3	0	3.8
c1ccc2c(-c3cc(C4CCNCC4)[nH]n3)cccc2c1	-5	5	1.8	-3	1.5	-2.2	-8	-17	0	-2	1.4
C=CCSc1ccsc1C(=O)O	2	26	0.9	-2	2.8	-1.0	9	-6	0	-10	0.4
COc1cccc2cc(C(=O)C3=C(O)C(=O)N(CCN4CCOCC4)C3c3ccc(C)o3)oc12 (stereo not drawn)	-5	4	-5.0	7	-0.5	-6.2	-6	-20	1	-5	2.2
COc1ccnc(Oc2ccc(F)cc2)c1-c1ncn[nH]1	-6	10	-1.2	-2	3.5	0.7	6	378	2	-3	1.6
Cc1cccc(NC(=O)Cc2coc3ccc4ccccc4c23)n1	5	10	-2.9	-2	1.2	-1.1	6	0	-8	-3	0.6
O=C(c1ccc(S(=O)(=O)Nc2ccccc2F)cc1)N1CCN(c2ccccc2O)CC1	5	-3	2.0	6	3.3	-3.2	1	-12	5	2	1.7

Only DAGLB inh, for some of the entries so far:
Molecule | DAGLB inh
Cc1cccc(NC(=O)Cc2coc3ccc4ccccc4c23)n1 | -8
C=CCSc1ccsc1C(=O)O | 0

Continuation:
Molecule	PKA-R1A act	HTR5A inv ctr	Ecoli viability	Tat export inh	phage Ecoli inh	CDK5 p35 inh	PKA-R2B act	SUMO Mot1 rescue	DAGLB inh	HTR5A ag ctr	AddAB inh
CC(=O)Nc1nonc1NC(=O)COc1ccccc1	-5	7	-0.4	-8	-0.9	0.3	-3	13	1	-4	-2.0
CC(=O)C1=C(C)NC(=O)NC1c1ccccc1 (stereo not drawn)	-4	-40	-2.6	2	0.9	1.4	0	·	-1	-2	0.5
Brc1ccc(CSc2nnc(-c3ccccn3)n2Cc2ccco2)cc1	-4	-9	-0.5	11	1.2	-0.2	6	11	-3	3	1.6
Cc1cc(NC(=O)CCC2CCCCC2)no1	14	-2	0.0	2	-0.1	-1.1	9	5	-3	2	2.1
COc1ccccc1N1CC(C(=O)Nc2nnc(SCc3cccnc3)s2)CC1=O (stereo not drawn)	-18	-3	-2.0	-1	1.2	-2.0	-7	-1	-1	-1	2.4
Cc1cccc(C(=O)NC(=S)NNC(=O)c2ccccc2Cl)c1	-20	9	-7.9	1	-0.3	-0.6	-10	-18	5	9	3.3
CCc1nnc(NS(=O)(=O)c2ccc(NC(=S)NC(=O)c3ccc(Br)cc3)cc2)s1	-12	14	1.4	-4	3.2	1.6	1	3	9	3	4.3
C[N+]1(C2CCC3CCCC2C3O)CCCCC1 (stereo not drawn)	10	14	0.3	2	-1.1	-1.4	8	133	-1	7	1.9
CC(C)NC(=O)C(C)Oc1ccc(S(=O)(=O)NCc2ccc3c(c2)OCO3)cc1 (stereo not drawn)	-4	10	0.3	-4	-1.0	-1.2	2	1	0	-6	3.9
CCOC(=O)Cc1nnn(CC(=O)OCC)n1	-17	1	-1.9	0	-1.4	1.7	-5	3	3	2	-3.6
CCOc1ccc(/C=C2\SC(=S)N(N3C(=O)C4CC4C3=O)C2=O)cc1 (stereo not drawn)	-3	17	-2.9	-1	2.5	0.7	7	2	-2	1	0.8
CCn1cc(CN2CCC(n3nccc3NC(=O)CCc3ccccc3)CC2)cn1	1	-5	-0.5	5	0.6	0.1	6	1	1	1	-0.2
N#C/C(C(=O)c1ccccc1)=C1/CCCCCN1	-9	15	-0.8	-8	2.2	0.8	-6	·	-1	-1	-0.8
COc1ccc(N(CC(=O)NCCSc2ccccc2)S(C)(=O)=O)cc1	10	-20	-1.0	6	2.3	-0.5	-8	24	2	7	3.2
